LMP1 NFkB inh: EBV LMP1-driven NF-kappaB luciferase reporter inhibitors, primary screen, cell-based, luminescence, single point; 350,000 compounds, 0.69% hits; LMP1-induced NF-kappaB luciferase reporter cells; AID 504558, 2011; inhibition, % at 12.5 µM; in the data active = inhibition above about 41%;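 note: 0% = neutral control wells and 100% = reference inhibitor control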
NR5A2 inv ag: LRH-1 (NR5A2) inverse agonists, primary screen, cell-based, luminescence, HEK293T, StAR-luciferase reporter. LRH-1 transfected, 24 h. Nuclear receptor subfamily 5 group A member 2 (Homo sapiens), O00482. 360,000 compounds, 0.13% hits. inhibition, % at 3.6 µM;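 active = inhibition above the mean inhibition of all tested compounds plus 3 SD, cut at about 73% in these data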;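 note: 0% = DMSO wells and 100% = reporter-only cells lacking LRH-1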
SRC1 inh: SRC1 coactivator transcriptional activity inhibitors, primary screen, cell-based, luminescence; inhibition, % at 3.6 µM; 360,000 compounds, 0.12% hits; Nuclear receptor coactivator 1 (Homo sapiens), Q15788; HEK293 GAL4-SRC1 luciferase reporter;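 active = inhibition above the campaign mean plus 3 SD, with each screening campaign given its own cutoff, cut at about 60% in these data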;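 note: 0% = DMSO treated cells and 100% = gossypol at 36 µM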
ABHD5-PLIN5 inh: ABHD5-PLIN5 interaction inhibitors, primary screen, cell lysate, split luciferase complementation, luminescence. Split G. princeps luciferase complementation, 4 h. Perilipin-5 (Homo sapiens) + 1-acylglycerol-3-phosphate O-acyltransferase ABHD5 (Homo …. inhibition, % at 4 µM. 360,000 compounds, 0.78% hits;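 active = inhibition above the mean inhibition across every tested compound plus 3 SD, cut at about 22% in these data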;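 note: 0% = DMSO only wells and the 100% control is not disclosed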
NCOA2 inhibitor: inhibition of GAL4-SRC2 driven luciferase reporter, primary screen, SRC2 inhibitor project, cell-based, luminescence. AID 651957, 2012. Nuclear receptor coactivator 2 (Homo sapiens), Q15596. HEK293 GAL4-SRC2 luciferase reporter. inhibition, % at 9 µM. 370,000 compounds, 0.17% hits;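 active = inhibition above the mean inhibition of all tested compounds plus 3 SD, set per campaign, cut at about 52% in these data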;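 note: 0% = DMSO treated cells and 100% = cells given Gossypol at 36 µM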
MC4R barr agon: MC4R agonists recruiting beta-arrestin, primary screen, cell-based, luminescence, agonist arm of biased-ligand search; Melanocortin receptor 4 (Homo sapiens), P32245; U2OS MC4R beta-arrestin complementation; percent of melanotan II response, DMSO zero; activation, % at 8.9 µM; 360,000 compounds, 0.98% hits; AID 540308, 2011;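 active = activation above a per-plate cutoff, the mean activation of sample wells on that plate plus 3 SD, cut at about 8% in these data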
COUP-TFII inh: NR2F2 transcriptional activity inhibitors, primary screen, cell-based, luciferase reporter, HEK293T, luminescence; AID 686940, 2013; inhibition, % at 8.6 µM; HEK293T NGFI-A luciferase reporter; 370,000 compounds, 0.7% hits; COUP transcription factor 2 (Homo sapiens), P24468;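 active = inhibition above a per-plate cutoff, mean inhibition of test wells between control levels plus 3 SD, cut at about 38% in these data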;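 note: cells cotransfected with COUP-TFII expression vector driving the NGFI-A reporter; 0% = median of COUP-TF2 test wells and 100% = reporter-only cells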
NOD2 RIPK2 PPI: NOD2-RIPK2 binding disruptors in cells, primary screen, fluorescence, CHO cells, BLA complementation; inhibition, % at 4.98 µM; 360,000 compounds, 0.38% hits; CCF4 ratio; Receptor-interacting serine/threonine-protein kinase 2 (Homo sapiens), O43353; in the data active = inhibition above about 21%;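 note: 0% = vehicle only and 100% = reference blocker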
MC4R antag cAMP: MC4R antagonists of cAMP signaling, primary screen, cell-based, TR-FRET, antagonist arm of biased-ligand search | Melanocortin receptor 4 (Homo sapiens), P32245 | MC4R-expressing cells, MTII-stimulated cAMP, LANCE TR-FRET | inhibition, % at 6.5 µM | 360,000 compounds, 0.48% hits | AID 540295, 2011;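 active = inhibition above its plate's cutoff, the mean of tested wells on that plate plus 3 SD, cut at about 29% in these data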;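 note: 0% = Melanotan II alone and 100% = Melanotan II plus saturating MCL0020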
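Assay system: U2OS cells stably expressing human melanocortin 4 receptor (MC4R) / Dosing: 6.5 µM / Timing: compound 30 min, challenge 1 h, detection 1 h / Measured by: Eu-cAMP/anti-cAMP TR-FRET, emission 671 nm / Replicates: singlicate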
SRC3 inh: SRC3 coactivator transcriptional activity inhibitors, primary screen, cell-based, luminescence | HEK293 GAL4-SRC3 luciferase reporter | inhibition, % at 3.6 µM | 360,000 compounds, 0.17% hits | Nuclear receptor coactivator 3 (Homo sapiens), Q9Y6Q9;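 active = inhibition above a per-campaign cutoff, the mean of all compounds plus 3 SD, cut at about 60% in these data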;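 note: 0% = DMSO-treated cells and 100% = gossypol-treated cells at 36 µM; higher means less SRC3-driven luciferase light from the GAL4 reporter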
TLR9-MyD88 inh: inhibitors of TLR9-MyD88 association in cells, primary screen, cell-based, CHO, BLA complementation, fluorescence; Toll-like receptor 9 (Homo sapiens) + Myeloid differentiation primary response protein …; 340,000 compounds, 0.21% hits; AID 504734, 2011; CCF4 FRET ratio; inhibition, % at 4.98 µM;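 active = inhibition above the mean over all tested compounds plus 3 SD, cut at about 21% in these data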;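 note: 0% = DMSO only wells and 100% = clavulanate BLA inhibitor control wells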
Target sequence (Q99836 whole entry, looked up): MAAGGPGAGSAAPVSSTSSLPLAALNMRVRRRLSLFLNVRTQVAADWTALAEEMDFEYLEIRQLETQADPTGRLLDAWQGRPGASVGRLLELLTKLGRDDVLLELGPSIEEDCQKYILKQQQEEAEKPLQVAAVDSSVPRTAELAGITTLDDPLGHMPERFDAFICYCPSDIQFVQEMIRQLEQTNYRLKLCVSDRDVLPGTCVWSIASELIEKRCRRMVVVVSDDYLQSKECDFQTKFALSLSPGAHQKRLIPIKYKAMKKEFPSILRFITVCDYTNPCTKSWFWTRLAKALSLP
Target sequence (Q9NR96 whole entry, looked up): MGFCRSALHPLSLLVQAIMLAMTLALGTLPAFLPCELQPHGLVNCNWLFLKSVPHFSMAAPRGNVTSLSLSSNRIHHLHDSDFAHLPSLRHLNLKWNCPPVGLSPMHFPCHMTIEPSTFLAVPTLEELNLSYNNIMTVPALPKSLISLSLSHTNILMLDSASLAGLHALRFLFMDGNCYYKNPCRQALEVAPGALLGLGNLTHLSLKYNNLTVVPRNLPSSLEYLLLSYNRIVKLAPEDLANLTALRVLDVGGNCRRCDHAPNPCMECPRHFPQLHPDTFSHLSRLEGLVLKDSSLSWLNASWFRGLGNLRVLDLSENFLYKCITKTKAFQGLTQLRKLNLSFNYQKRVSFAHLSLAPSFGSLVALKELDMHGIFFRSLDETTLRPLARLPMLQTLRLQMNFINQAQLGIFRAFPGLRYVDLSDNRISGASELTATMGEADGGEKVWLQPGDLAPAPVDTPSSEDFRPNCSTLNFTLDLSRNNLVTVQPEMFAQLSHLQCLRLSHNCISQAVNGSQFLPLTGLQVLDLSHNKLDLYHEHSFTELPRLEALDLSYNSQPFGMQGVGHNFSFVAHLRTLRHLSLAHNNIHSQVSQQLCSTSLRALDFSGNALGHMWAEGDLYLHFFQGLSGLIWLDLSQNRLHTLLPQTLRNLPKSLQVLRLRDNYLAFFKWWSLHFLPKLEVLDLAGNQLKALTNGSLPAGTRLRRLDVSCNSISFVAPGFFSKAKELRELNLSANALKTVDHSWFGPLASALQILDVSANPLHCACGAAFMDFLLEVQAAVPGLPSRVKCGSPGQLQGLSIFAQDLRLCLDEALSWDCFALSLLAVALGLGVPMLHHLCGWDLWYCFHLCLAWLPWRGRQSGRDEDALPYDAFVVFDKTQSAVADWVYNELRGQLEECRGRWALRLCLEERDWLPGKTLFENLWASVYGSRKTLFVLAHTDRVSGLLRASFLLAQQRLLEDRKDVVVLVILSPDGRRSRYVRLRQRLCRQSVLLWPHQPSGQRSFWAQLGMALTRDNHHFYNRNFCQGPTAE
The depositor's hits bear a star.

For Cc1ccc(C2C3=C(CC(C)(C)CC3=O)N=C3c4ccccc4C(=O)C32)cc1 (stereo not given) the results were LMP1 NFkB inh 6, NR5A2 inv ag 15, SRC1 inh 10, ABHD5-PLIN5 inh 28*, NCOA2 inhibitor 3, MC4R barr agon -2.4, COUP-TFII inh 8, NOD2 RIPK2 PPI 4, MC4R antag cAMP -2, SRC3 inh 6 and TLR9-MyD88 inh 2.
`COc1ccccc1CC1(C)NC(=O)N(CC(=O)Nc2cc(C)on2)C1=O` (stereo not given) gave LMP1 NFkB inh 2, NR5A2 inv ag -21, SRC1 inh -4, ABHD5-PLIN5 inh 3, NCOA2 inhibitor -27, MC4R barr agon 0.2, COUP-TFII inh -1, NOD2 RIPK2 PPI 0, MC4R antag cAMP 10, SRC3 inh -10 and TLR9-MyD88 inh -4.
O=C(CCc1ccc(S(=O)(=O)N2CCOCC2)cc1)Nc1ccccc1F was read as LMP1 NFkB inh 5, NR5A2 inv ag -16, SRC1 inh 2, ABHD5-PLIN5 inh 1, NCOA2 inhibitor -24, MC4R barr agon -1.5, COUP-TFII inh -4, NOD2 RIPK2 PPI -11, MC4R antag cAMP 6, SRC3 inh 8 and TLR9-MyD88 inh 7.
Cc1cc(C)c(NC(=O)C2CCCN2CCO)c(C)c1 (stereo not given) was read as LMP1 NFkB inh 3, NR5A2 inv ag -13, SRC1 inh -104, ABHD5-PLIN5 inh 2, NCOA2 inhibitor 16, MC4R barr agon 2.2, COUP-TFII inh 2, NOD2 RIPK2 PPI -5, MC4R antag cAMP 11, SRC3 inh 16 and TLR9-MyD88 inh -10.
CC1(C)CC(=O)C=C(NCCN2CCN(C(=S)NC3CCCCC3)CC2)C1 was read as LMP1 NFkB inh 5, NR5A2 inv ag 13, SRC1 inh -6, ABHD5-PLIN5 inh 16, NCOA2 inhibitor -8, MC4R barr agon 4.1, COUP-TFII inh -5, NOD2 RIPK2 PPI -5, MC4R antag cAMP 7, SRC3 inh 24 and TLR9-MyD88 inh -12.
Screening CCOC(=O)c1sc(=NC(=O)c2ccc(Cl)s2)n(C)c1C returned LMP1 NFkB inh -19, NR5A2 inv ag -42, SRC1 inh -39, ABHD5-PLIN5 inh 1, NCOA2 inhibitor -46, MC4R barr agon -0.9, COUP-TFII inh -14, NOD2 RIPK2 PPI -1, MC4R antag cAMP -3, SRC3 inh -49 and TLR9-MyD88 inh 1.
`COc1cccc(NC(=O)c2sc3nc(N4CCOCC4)c4c(c3c2N)CCCC4)c1` gave LMP1 NFkB inh -14, NR5A2 inv ag -80, SRC1 inh -64, ABHD5-PLIN5 inh -2, NCOA2 inhibitor -36, MC4R barr agon 0.7, COUP-TFII inh -47, NOD2 RIPK2 PPI -6, MC4R antag cAMP 0, SRC3 inh -104 and TLR9-MyD88 inh -6.
For Cc1oc(-c2ccccc2Cl)nc1CS(=O)CC(=O)NCc1ccc(Cl)cc1 (stereo not given) the results were LMP1 NFkB inh 0, NR5A2 inv ag 3, SRC1 inh -10, ABHD5-PLIN5 inh -4, NCOA2 inhibitor -15, MC4R barr agon -0.4, COUP-TFII inh 6, NOD2 RIPK2 PPI -3, MC4R antag cAMP 5, SRC3 inh 10 and TLR9-MyD88 inh 1.
For Cn1c(=O)[nH]c(=O)c2c1nc(Br)n2CCSc1ncccn1 the results were LMP1 NFkB inh 1, NR5A2 inv ag -11, SRC1 inh 9, ABHD5-PLIN5 inh -10, NCOA2 inhibitor 25, MC4R barr agon 0.5, COUP-TFII inh 1, NOD2 RIPK2 PPI -5, MC4R antag cAMP 24, SRC3 inh 1 and TLR9-MyD88 inh 3.
`CC(=O)N1CCCc2ccc(NS(=O)(=O)c3ccccc3)cc21` gave LMP1 NFkB inh 3, NR5A2 inv ag 9, SRC1 inh 5, ABHD5-PLIN5 inh -5, NCOA2 inhibitor -10, MC4R barr agon 0.8, COUP-TFII inh -2, NOD2 RIPK2 PPI -12, MC4R antag cAMP -6, SRC3 inh 4 and TLR9-MyD88 inh 2.
Screening Cc1cc(Cl)c(OCCOCCN2CCCC(C)C2)c(Br)c1 (stereo not given) returned LMP1 NFkB inh -2, NR5A2 inv ag 5, SRC1 inh 5, ABHD5-PLIN5 inh 2, NCOA2 inhibitor 14, MC4R barr agon 2.7, COUP-TFII inh 11, NOD2 RIPK2 PPI -4, MC4R antag cAMP 11, SRC3 inh 17 and TLR9-MyD88 inh -6.
O=S1(=O)CC(N2CCN(Cc3ccccc3F)CC2)CN1Cc1cn(Cc2ccccc2)nn1 (stereo not given) was read as NR5A2 inv ag -12, ABHD5-PLIN5 inh -4, NCOA2 inhibitor -16, COUP-TFII inh -14 and NOD2 RIPK2 PPI -6.
`Cc1ccc(Nc2cc(C)nc3ccc(C)cc23)cc1` gave LMP1 NFkB inh -1, NR5A2 inv ag 18, SRC1 inh -25, ABHD5-PLIN5 inh -3, NCOA2 inhibitor -3, MC4R barr agon -2.0, COUP-TFII inh 12, NOD2 RIPK2 PPI 10, MC4R antag cAMP -5, SRC3 inh 0 and TLR9-MyD88 inh 8.
For CCOC(=O)C1CCN(Cc2nnc(-c3cccc(Br)c3)o2)CC1 the results were LMP1 NFkB inh 14, NR5A2 inv ag 0, SRC1 inh -9, ABHD5-PLIN5 inh -5, NCOA2 inhibitor -4, MC4R barr agon -0.9, COUP-TFII inh 5, NOD2 RIPK2 PPI -7, MC4R antag cAMP 7, SRC3 inh 0 and TLR9-MyD88 inh 3.
Screening CC(=O)Nc1ccc(CN2CCCC(C(=O)c3ccc(C(F)(F)F)cc3)C2)cc1 (stereo not given) returned LMP1 NFkB inh 3, NR5A2 inv ag -5, SRC1 inh -25, ABHD5-PLIN5 inh 0, NCOA2 inhibitor 20, MC4R barr agon 0.2, COUP-TFII inh -7, NOD2 RIPK2 PPI -5, MC4R antag cAMP 16, SRC3 inh 11 and TLR9-MyD88 inh -12.
For CNC(=O)CN(c1cc(C)ccc1C)S(C)(=O)=O the results were LMP1 NFkB inh -10, NR5A2 inv ag -17, SRC1 inh 6, ABHD5-PLIN5 inh 0, NCOA2 inhibitor 17, MC4R barr agon 0.5, COUP-TFII inh 8, NOD2 RIPK2 PPI 2, MC4R antag cAMP 2, SRC3 inh 2 and TLR9-MyD88 inh 0.
For Cc1cccc(N2CCN(C(=O)c3ccc4nc(-c5ccco5)c(-c5ccco5)nc4c3)CC2C)c1 (stereo not given) the results were LMP1 NFkB inh 8, NR5A2 inv ag -12, SRC1 inh 4, ABHD5-PLIN5 inh 12, NCOA2 inhibitor 6, MC4R barr agon 2.2, COUP-TFII inh 2, NOD2 RIPK2 PPI -1, MC4R antag cAMP -5, SRC3 inh 11 and TLR9-MyD88 inh -6.
`CCN(CC)CC(=O)Nc1ccc(C)cc1C(=O)c1ccccc1` gave LMP1 NFkB inh -4, NR5A2 inv ag 2, SRC1 inh -2, ABHD5-PLIN5 inh -4, NCOA2 inhibitor 9, MC4R barr agon 1.3, COUP-TFII inh 7, NOD2 RIPK2 PPI -10, MC4R antag cAMP 10, SRC3 inh 14 and TLR9-MyD88 inh -1.
For O=C1/C(=C/c2ccc3c(c2)OCO3)CCC/C1=C\c1ccc2c(c1)OCO2 the results were LMP1 NFkB inh 8, NR5A2 inv ag 10, SRC1 inh -16, ABHD5-PLIN5 inh 4, NCOA2 inhibitor 4, MC4R barr agon 0.0, COUP-TFII inh 8, NOD2 RIPK2 PPI 1, MC4R antag cAMP 9, SRC3 inh 15 and TLR9-MyD88 inh 0.
CCN1C(=O)CC(C(C)C)N(C2CCCC2)c2nc(Nc3ccc(C(=O)NC4CCN(C)CC4)cc3OC)ncc21 (stereo not given) was read as LMP1 NFkB inh -20, NR5A2 inv ag -4, SRC1 inh 2, ABHD5-PLIN5 inh 12, MC4R barr agon -1.4, NOD2 RIPK2 PPI 8, MC4R antag cAMP 4, SRC3 inh 10 and TLR9-MyD88 inh -2.
`O=C(O)CC(c1cccc2ccccc12)n1cccc1` (stereo not given) gave LMP1 NFkB inh -3, NR5A2 inv ag 0, SRC1 inh 3, ABHD5-PLIN5 inh 3, NCOA2 inhibitor -14, MC4R barr agon -1.3, COUP-TFII inh -11, NOD2 RIPK2 PPI -11, MC4R antag cAMP 5, SRC3 inh -7 and TLR9-MyD88 inh -8.
For COc1ccc(NC(=O)CCNS(=O)(=O)c2ccc(Br)s2)cc1 the results were LMP1 NFkB inh -17, NR5A2 inv ag 1, SRC1 inh 13, ABHD5-PLIN5 inh 1, NCOA2 inhibitor -9, MC4R barr agon -1.1, COUP-TFII inh 18, NOD2 RIPK2 PPI -5, MC4R antag cAMP 3, SRC3 inh 18 and TLR9-MyD88 inh -7.
Screening CCSC1=NCCN1C(=O)c1ccc(S(=O)(=O)N(CC)CC)cc1 returned LMP1 NFkB inh 0, NR5A2 inv ag 4, SRC1 inh 5, ABHD5-PLIN5 inh -1, NCOA2 inhibitor 4, MC4R barr agon -2.1, COUP-TFII inh 16, NOD2 RIPK2 PPI 0, MC4R antag cAMP 2, SRC3 inh -42 and TLR9-MyD88 inh -3.
`O=C(Nc1cc(S(=O)(=O)N2CCOCC2)ccc1N1CCOCC1)c1cccc(Cl)c1` gave LMP1 NFkB inh -2, NR5A2 inv ag -26, SRC1 inh 15, ABHD5-PLIN5 inh 2, NCOA2 inhibitor 0, MC4R barr agon -0.6, COUP-TFII inh 6, NOD2 RIPK2 PPI -9, MC4R antag cAMP 4, SRC3 inh 6 and TLR9-MyD88 inh 3.
`CCCCNC(=S)N(C)/N=C/c1ccccc1C(=O)O` gave LMP1 NFkB inh -9, NR5A2 inv ag -1, SRC1 inh -46, ABHD5-PLIN5 inh -4, NCOA2 inhibitor -5, MC4R barr agon -1.4, COUP-TFII inh -12, NOD2 RIPK2 PPI -3, MC4R antag cAMP 7, SRC3 inh -6 and TLR9-MyD88 inh -2.

An excerpt, so the mix of outcomes need not match the whole.
